Screening results from PubChem BioAssay.
Vif-A3F inh: qHTS for Inhibitors of Vif-A3F Interactions: qHTS; HeLa A3F-eYFP + Vif (tagged APOBEC3F with the HIV-1 protein that degrades it), YFP fluorescence increase; Potency, µM (series often up to 46.1 µM), without a hit: at the highest dose activity, negative = active; 390,000 tested, 0.2% active; note: potency is the fitted concentration of half-maximal effect; % of control where 0% means no effect; nearly all actives have a fitted effect of over 65% in size
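HeLa cells stably expressing A3F-eYFP plus Vif, plated and incubated overnight at 37 deg C, then exposed to compounds overnight at 37 deg C. Blocked degradation read as raised yellow fluorescence (Ex 488/Em 500-530).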
GRP78 ERSR act: qHTS for Inducers of the Endoplasmic Reticulum Stress Response (ERSR) in Human Glioma: qHTS. U87-MG GRP78 promoter luciferase reporter, 16 h. 420,000 tested, 0.02% active. Potency, µM, for inactives: at the highest dose activation, most hits filed as activators; note: potency is the fitted concentration of half-maximal effect; series mostly up to about 76 µM; % of control where 0% means no effect; nearly all actives have a fitted effect of over 35% in size
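ERSR induction read as luciferase luminescence (Bright-Glo, 10 min at room temperature) in stably transfected human U87-MG glioma cells exposed to compounds for 16 h, using GRP78 as sensor.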
LDHA block: qHTS assay for inhibitors of human lactate dehydrogenase; L-lactate dehydrogenase A chain (Homo sapiens), P00338; purified LDHA, NADH/diaphorase-resazurin fluorescence; hits give low values; activity change, % (values are at about 110 or 230 µM); 480,000 tested, 0.15% active; AID 1347041, 2019; in the data active = activity change below about -30%; inconclusive = mostly about -25% to -30%;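 note: plate controls were DMSO wells for no effect and wells without enzyme for full effect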
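Human LDH5 (2 nM) was incubated with 0.06 mM NADH and 0.2 mM pyruvate for 5 min at room temperature in Tris pH 7.4. Remaining NADH was coupled through diaphorase/resazurin, and resorufin fluorescence was read at 0 and 20 min.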
Vif-APOBEC3G blk: qHTS for Inhibitors of Vif-A3G Interactions: qHTS. DNA dC->dU-editing enzyme APOBEC-3G (Homo sapiens), Q9HC16. HeLa A3G-eYFP + Vif (tagged APOBEC3G with the HIV-1 protein that degrades it), YFP fluorescence, overnight. Potency, µM (highest dose often 46.1 µM), for the others: at the highest dose activity, negative = active, hits mostly inhibitors. 410,000 tested, 0.076% active. AID 602310, 2012;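 note: potency is the fitted concentration of half-maximal effect; % is set by controls: 0 for no effect and ±100 for the full control effect; nearly all actives have a fitted effect of over 60% in size; hits raise eYFP signal because A3G escapes Vif-driven loss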
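HeLa cells stably expressing Vif and C-terminally eYFP-tagged A3G, seeded overnight at 37 deg C, then exposed to compound by pintool overnight at 37 deg C. Rise in yellow fluorescence (Ex 488/Em 500-530, Acumen) marks blocked Vif-driven A3G degradation.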
TrxR1 substrate: qHTS Assay for Substrates of Mammalian Selenoprotein Thioredoxin Reductase 1 (TrxR1): qHTS | Potency, µM (series often up to 114 µM), for the others: at the top dose activity change, negative = substrate turnover | purified TrxR1 substrate turnover, NADPH consumption readout | AID 588456, 2011 | 390,000 tested, 0.01% active | Thioredoxin reductase 1, cytoplasmic (Rattus norvegicus), O89049; note: potency is the fitted concentration of half-maximal effect; % is set by controls: 0 for no effect and ±100 for the full control effect; nearly all actives have a fitted effect of over 50% in size
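Rat TrxR1, dispensed at 90 nM, was prereduced with 400 uM NADPH (final) for 5 min at ~22 deg C, then incubated with compound 15 min before 400 uM selenite. A first-read NADPH fluorescence drop versus no-compound background flagged substrates.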
RGS4 inhibitor: Inhibitors of Regulator of G Protein Signaling (RGS) 4: qHTS; 390,000 tested, 0.039% active; AID 504845, 2011; Transcreener GDP fluorescence polarization, RGS4-accelerated GTP hydrolysis; Regulator of G-protein signaling 4 (Homo sapiens), P49798; Potency, µM (top dose mostly 114 µM), without a hit: at the highest dose activity change, negative = inhibition, actives largely listed as inhibitors; note: potency is the fitted concentration of half-maximal effect; % is set by controls: 0 for no effect and ±100 for the full control effect; nearly all actives have a fitted effect of over 75% in size; some results filed as inactive show a strong effect at the top dose
Target sequence (P49798 whole entry, looked up): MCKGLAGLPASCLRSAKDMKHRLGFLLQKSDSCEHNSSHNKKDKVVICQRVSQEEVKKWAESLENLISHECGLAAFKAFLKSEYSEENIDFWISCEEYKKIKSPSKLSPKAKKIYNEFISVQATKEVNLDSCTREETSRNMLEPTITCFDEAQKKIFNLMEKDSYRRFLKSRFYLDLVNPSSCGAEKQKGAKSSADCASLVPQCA
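MLSMR compounds (23 nl, pin-transferred) preincubated 10 min at room temperature with a 500nM (2x) first reagent, then RGS4 at 900nM (2x) plus Transcreener GDP mix added; fluorescence polarization (620/688 nm) read before and after 90 min at 30 °C.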
TrxR1 inh: qHTS Assay for Inhibitors of Mammalian Selenoprotein Thioredoxin Reductase 1 (TrxR1): qHTS | Thioredoxin reductase 1, cytoplasmic (Rattus norvegicus), O89049 | Potency, µM (series often up to 114 µM), for the others: at the highest dose activity change, negative = inhibition, actives largely listed as inhibitors | 390,000 tested, 1% active | recombinant rTrxR1, NADPH fluorescence consumption, selenite substrate; note: potency is the fitted concentration of half-maximal effect; % is set by controls: 0 for no effect and ±100 for the full control effect; nearly all actives have a fitted effect of over 65% in size
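Rat TrxR1 (90 nM in the dispensed reagent) was pre-reduced with 400 uM NADPH for 5 min at room temperature, then incubated with compound for 15 min. After 400 uM selenite was added, NADPH fluorescence (Ex 340/Em 450 nm) was followed for 8 min.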
USP1-UAF1 inh: Inhibitors of USP1/UAF1: Primary Screen; Potency, µM (titrated, usually from 57.1 µM), for inactives: at the top dose activity change, negative = inhibition, actives largely listed as inhibitors; 390,000 tested, 0.23% active; recombinant USP1/UAF1, Ub-Rhodamine cleavage fluorescence; AID 743255, 2014; note: potency is the fitted concentration of half-maximal effect; % is set by controls: 0 for no effect and ±100 for the full control effect; nearly all actives have a fitted effect of over 60% in size; inactives centre near -12
Target sequence (O94782 whole entry, looked up): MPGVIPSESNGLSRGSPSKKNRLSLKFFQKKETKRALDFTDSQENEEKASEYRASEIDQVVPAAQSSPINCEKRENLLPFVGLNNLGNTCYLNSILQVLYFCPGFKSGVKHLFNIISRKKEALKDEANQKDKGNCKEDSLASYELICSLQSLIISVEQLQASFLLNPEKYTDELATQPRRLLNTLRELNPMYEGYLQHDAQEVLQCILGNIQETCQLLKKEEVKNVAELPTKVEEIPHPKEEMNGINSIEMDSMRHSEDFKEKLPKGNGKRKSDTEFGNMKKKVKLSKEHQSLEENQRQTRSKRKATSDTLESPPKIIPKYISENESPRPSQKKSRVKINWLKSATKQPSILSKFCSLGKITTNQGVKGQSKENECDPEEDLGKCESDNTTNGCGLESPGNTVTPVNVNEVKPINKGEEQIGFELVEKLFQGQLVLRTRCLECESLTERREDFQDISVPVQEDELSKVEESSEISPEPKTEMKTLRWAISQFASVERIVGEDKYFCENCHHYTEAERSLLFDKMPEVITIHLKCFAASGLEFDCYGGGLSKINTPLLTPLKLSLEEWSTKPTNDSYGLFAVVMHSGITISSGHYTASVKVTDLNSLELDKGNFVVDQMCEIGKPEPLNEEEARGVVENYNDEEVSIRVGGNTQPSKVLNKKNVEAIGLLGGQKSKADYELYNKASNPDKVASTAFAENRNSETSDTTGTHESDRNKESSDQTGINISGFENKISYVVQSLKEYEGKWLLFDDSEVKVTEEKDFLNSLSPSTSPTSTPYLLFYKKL
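USP1/UAF1 complex at 1 nM was preincubated with compound for 15 min at room temperature, then Ub-Rho substrate (150nM final) was added. Fluorescence (480/540 nm) was read kinetically, 6 reads every 60 seconds.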
mIDH1 inhibitor: qHTS for Inhibitors of mutant isocitrate dehydrogenase 1 (IDH1): qHTS | IDH1-R132H enzyme, NADPH consumption, diaphorase/resazurin fluorescence | Potency, µM (series often up to 76.6 µM), for the others: at the top dose activity change, negative = inhibition, actives largely listed as inhibitors | 390,000 tested, 0.093% active; note: potency is the fitted concentration of half-maximal effect; % is set by controls: 0 for no effect and ±100 for the full control effect; nearly all actives have a fitted effect of over 65% in size
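IDH1-R132H (0.5 ug/mL) preincubated 30 min with compound, then NADPH (0.016 mM) and alpha-KG (2 mM) added; 80 min at RT, pH 7.5. Remaining NADPH coupled via diaphorase/resazurin to fluorescence (540/590 nm); concentration-response curves normalized to no-enzyme control.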
* marks the source's active call; other numbers are inactive results; ? = inconclusive; · = no result given; & = joins results of further samples; [ ] = dose if it differs, or a comment. Unless noted, calls come from the whole dose curve; as a rule, active = well fitted curve in the direction sought with a large enough effect; inconclusive = small, poorly fitted or top-dose-only effect, or another doubt; inactive = no such curve, though single readings can be large; an effect the other way counts as inactive or inconclusive.

Fields: Vif-A3F inh	GRP78 ERSR act	LDHA block	Vif-APOBEC3G blk	TrxR1 substrate	RGS4 inhibitor	TrxR1 inh	USP1-UAF1 inh	mIDH1 inhibitor
CC1(NC(=O)CC(c2ccccc2)(c2ccccc2)c2ccccc2)CCN(CCCc2ccccc2)C1=O (stereo not given)
→ 4%	0%	0	0%	10%	-2%	35%[activator]	?	-4%
CC(=O)N1Cc2cc([N+](=O)[O-])ccc2Oc2ccccc21
→ -9%	-3%	-2	-1%	7%[57.1 µM]	14%	10%[57.1 µM]	-11%	2%
O=c1[nH]c2ccccc2nc1Cc1ccc([N+](=O)[O-])cc1
→ 14%	0%	6	-3%	-1%	-43%	-13%	-14%	8%
COc1ccc2cc(/C(C)=N/NC(=O)C3CC3)ccc2c1
→ 1%	4%	-3	-3%	19%[57.1 µM]	-23%	33%[57.1 µM]	-22%	-1%
O=C(Cn1ncc2c3ccccc3n(Cc3ccccc3)c2c1=O)NCCCN1CCCC1
→ -6%	0%	-7	1%	8%	-7%	7%	-13%	-11%
CN(C)S(=O)(=O)c1cccn1-c1ncc(C(F)(F)F)cc1Cl
→ -8%	-1%	1	-3%	-2%[11.4 µM]	-26%[11.4 µM]	-34%[11.4 µM]	-19%	6%
CSCCC(NC(=O)c1ccccc1C)C(=O)O (stereo not given)
→ -2%	-4%	-3	-8%	1%[57.1 µM]	6%	5%[57.1 µM]	-23%	-3%
COc1ccccc1N(C)S(=O)(=O)c1ccc(C(=O)N(C)Cc2ccc(OC(F)F)cc2)cc1
→ -7%	-5%	-5	0%	-8%	18%	5%	-6%	10%
Nc1nc(Nc2ccccc2)nc2c1ncn2[C@@H]1O[C@H](CO)[C@@H](O)[C@H]1O
→ 1%	-1%&-3%	-6	3%	14%[57.1 µM]	16%[56.9 µM]	25%[57.1 µM]	?	8%
O=C(Nc1ccc2oc(-c3cccnc3)nc2c1)c1ccc(-c2ccc(OC(F)(F)F)cc2)o1
→ 1%	4%	3	3%	7%	-33%	-31%	?	14%
CC(C)CCN1CCN(Cc2ccoc2)CC1CCO (stereo not given)
→ 0%	0%	-12	0%	1%	17%[11.4 µM]	?	-4%	0%
CCNC(=S)Nc1cccc(Cl)c1C
→ 11%	-3%	-5	0%	-2%	-3%	-5%	-14%	10%
Cc1ccccc1Nc1nc(N)nc(COC(=O)c2ccccc2)n1
→ -4%	3%	-5	0%	-9%	-16%	-5%	-24%	2%
CCOC(=O)c1c(NC(=S)N2CCN(C)CC2)sc(C)c1-c1ccccc1
→ -31%	-6%	2	0%	3%	?	14%	-22%	0%
COc1ccc(N2CC(C(=O)OCC(=O)Nc3cccc(C)c3)CC2=O)cc1 (stereo not given)
→ 8%	3%	-4	-4%	-3%[57.1 µM]	-31%	27%[57.1 µM]	-16%	5%
O=C(Nc1nc2c(s1)CCCC2)c1cccnc1
→ -8%	-1%	-1	-1%	-9%	23%	?	-4%	4%
Cc1c(CCC(=O)NC2CC2)c(=O)oc2cc(O)ccc12
→ 2%	-2%	-2	-3%	·	13%	-28%	12%	2%
CN(CC(=O)Nc1cccc(F)c1)C(=O)C1=COCCO1
→ 7%	-3%	-5	2%	-2%[57.1 µM]	17%	-2%[57.1 µM]	-11%	-12%
COc1ccc(NC(=O)CN2C(=O)NC(C)(c3ccc4c(c3)OCCO4)C2=O)cc1S(N)(=O)=O (stereo not given)
→ 5%	-5%	-3	-4%	6%	-10%	10%	-5%	-5%
O=C(O)CNC1=NCCCCC1
→ -21%	-1%	-5	-1%	10%	25%	13%	?	-2%
CC1CN(c2oc(COc3ccc(Cl)cc3Cl)nc2C#N)CC(C)O1 (stereo not given)
→ -3%	2%	2	-7%	-25%[57.1 µM]	-20%	3%[57.1 µM]	-21%	11%
COCCn1c(=S)[nH]c2cc(C(=O)N3CCN(c4cccc(Cl)c4)CC3)ccc2c1=O
→ 2%	-4%	-6	-2%	-15%	7%	-17%	-3%	-4%
CCOc1ccc(OCCCC(=O)NCCOc2ccccc2OC)cc1
→ -8%	-2%	-18	1%	-5%	33%	9%	-3%	-1%
CCN(CC(=O)NNC(=O)c1ccccc1)Cc1ccc(OC)c(F)c1
→ -1%	1%	1	-7%	7%	-7%	0%	-13%	10%
O=C(CSc1ccc(-c2ccccn2)nn1)N1CCc2ccccc21
→ -6%	-4%	-6	-1%	7%	-16%	5%[57.1 µM]	-12%	6%
Cc1ccc(S(=O)(=O)Nc2ccc(S(=O)(=O)Nc3ncccn3)cc2)cc1
→ -4%	-2%	-4	-2%	-6%	4%	-2%	-1%	4%
Cc1ccccc1C(=O)N/N=C/c1ccccn1
→ -1%	-9%	-5	-6%	2%	-21%	-2%	-14%	0%
CCCCN(C(=O)CCn1c(=O)oc2ccccc21)c1ccccc1
→ -11%&-4%	1%&-4%	-2&-2	0%&-2%	-5%&-3%	23%&-5%	?	-16%&-23%	0%&0%
O=C(COc1cccnc1[N+](=O)[O-])Nc1ccc(Cl)c(S(=O)(=O)N2CCOCC2)c1
→ -12%	-4%	-3	-3%	-1%	4%	7%	-13%	8%
O=C(N/N=C\c1ccccc1)c1sccc1-n1cccc1
→ -9%	10%	-6	-4%	9%[57.1 µM]	4%	17%[57.1 µM]	-19%	10%
O=C(NCc1ccco1)C(c1ccco1)N(C(=O)Cn1nnc2ccccc21)c1ccc2c(c1)CCC2 (stereo not given)
→ 0%	-5%	-8	-5%	6%[57.1 µM]	-44%	4%	-19%	0%
CCOC(=O)c1cnc2ccc(OCC)cc2c1N1CCN(c2ccccc2F)CC1
→ 0%	-3%	-1	5%	-1%	0%	14%	6%	-13%
Cc1cccc(NC(=O)CSc2nc3ccccc3nc2N2CCCCC2)c1C
→ 3%	-3%	-4&-4	1%	3%	-11%	19%	-12%	4%
O=C(Nc1ccc(N2CCOCC2)c(Cl)c1)c1cccc(-n2cnnc2)c1
→ -5%	1%	2	-3%	3%	-21%	3%	-9%	9%
CCOc1cccc2sc(NC(=O)c3ccc(S(=O)(=O)N4CCCc5ccccc54)cc3)nc12
→ 0%	-5%	-12	-3%	2%[57.1 µM]	1%	28%[57.1 µM]	1%	-4%
CC1CN(C(=O)CCC(=O)NCCCN2CCN(Cc3ccccc3)CC2)c2cc(Cl)ccc2O1 (stereo not given)
→ -2%	-4%	-1	-7%	-5%	2%	4%	-18%	-2%
Cc1ccc(OCCn2c(CCNC(=O)C(C)C)nc3ccccc32)cc1
→ 2%	0%	-2	0%	-5%	-8%	1%	-21%	10%
CCc1ccc(S(=O)(=O)c2nnn3c2nc(Nc2ccc(F)cc2)c2cc(Cl)ccc23)cc1
→ 1%	-3%	1	0%	4%	14%	12%	-20%	-2%
O=C(Nc1ccc(Cn2cccn2)cc1)c1ccc(COc2cccc(Br)c2)cc1
→ 2%	-8%	-2	-7%	6%	-30%	4%	-24%	4%
COc1ccc(-c2cc3nccc(-c4cc(Cl)c(C)cc4O)n3n2)cc1
→ 2%	0%	0	-1%	13%	-27%	14%	-10%	-5%
COc1ccc(CNC(=O)CN(c2ccc(C(C)C)cc2)S(=O)(=O)c2c(C)noc2C)cc1
→ 7%	-5%	-3	-4%	25%	-1%	42%[activator]	-20%	3%
CCOc1ccc(CCNC(=O)COC(=O)COc2ccc(C(C)=O)cc2)cc1OCC
→ 2%	-3%	1	1%	-2%	3%	3%	-8%	5%
Cc1cc(C)cc(N(CC(=O)N/N=C/c2ccncc2)S(=O)(=O)c2ccccc2)c1
→ -15%	-2%	4	-2%	-7%	23%	-10%	-1%	2%
CN(c1ccccc1)S(=O)(=O)c1ccc(C(=O)N2CCCC(C(F)(F)F)C2)cc1 (stereo not given)
→ -13%	-2%	1	-1%	-7%	-38%	6%	0%	2%
CC(NC(=O)c1ccc(S(=O)(=O)Nc2ccccc2)cc1)c1ccc(S(N)(=O)=O)cc1 (stereo not given)
→ 2%	-1%	-1	0%	1%	0%	4%	-7%	-7%

Only part of the results is shown; rates above refer to the full screens.
